Screening results as filed in PubChem.
UDG counterscr – Primary qHTS assay for inhibitors of Activation Induced Cytidine Deaminase (AID): UDG Counterscreen signal; 91,000 compounds, 0.14% hits; AID 1347430, 2020; Potency, µM (doses to about 115 µM), inactives show at the top dose activity change, negative = inhibition, hits mostly inhibitors; FRET deamination/UDG coupled assay, UDG read, 4 h; further: nearly all actives have a fitted effect of over 65% in size
AID inh – Primary qHTS assay for inhibitors of Activation Induced Cytidine Deaminase (AID): AID signal | 91,000 compounds, 0.32% hits | Potency, µM (top dose mostly 115 µM), for the others: at the highest dose activity change, negative = inhibition, hits mostly inhibitors | Single-stranded DNA cytosine deaminase (Homo sapiens), Q9GZX7 | AID deamination FRET fluorescence, UDG-coupled, 4 h; further: nearly all actives have a fitted effect of over 25% in size
Target sequence (Q9GZX7 whole entry, looked up): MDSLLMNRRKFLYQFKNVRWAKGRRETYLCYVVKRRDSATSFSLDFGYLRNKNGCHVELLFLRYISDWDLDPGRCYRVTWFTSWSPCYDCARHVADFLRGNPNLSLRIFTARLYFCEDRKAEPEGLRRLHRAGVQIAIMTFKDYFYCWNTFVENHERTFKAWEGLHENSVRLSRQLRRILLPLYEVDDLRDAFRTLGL
* = called active by the depositor; ? = inconclusive; & = joins results of further samples; [ ] = another dose, or the depositor's remark. The call rests on the fitted dose curve; in most records, active means well fitted curve in the direction sought with a large enough effect; inconclusive means small, poorly fitted or top-dose-only effect, or another doubt; inactive means no such curve, though single readings can be large; an effect the other way counts as inactive or inconclusive. On the % scale 0 is the no-effect control and ±100 the full control effect; potency means the concentration at half of the fitted maximal effect. This is a subset; the hit share may differ from the screen's.

SMILES | UDG counterscr | AID inh
CN(Cc1ccsc1)C(=O)CC1C=CCC1 (configuration not stated) | -9% | -6%
COc1ccccc1C(=O)COC(=O)Cc1coc2cc(C)ccc12 | -10% | 10%
N=C1C(c2nc(-c3ccc(Cl)cc3)cs2)=C(O)CN1NC(=O)c1ccc2c(c1)OCO2 | -15% | -13%
N#Cc1c(N)n[nH]c1CCCNC(=O)c1cn(-c2ccccc2)nc1-c1ccccc1 | 4% | -2%
O=c1c(N2CCc3ccccc3C2)csc2ccc(Br)cc12 | 22% | 36%[activator]
C=C(C)[C@@H]1CCC2(C(=O)OC)CC[C@]3(C)C(CCC4[C@@]5(C)C/C(=C\c6ccccc6OC)C(=O)C(C)(C)C5CC[C@]43C)C12 (some centres not stated) | -4% | 4%
COc1ccccc1CNS(=O)(=O)c1c(C)nc2sccn2c1=O | -6% | 0%
Cc1ccc(C(=O)c2sc(Nc3ccccc3F)c(S(=O)(=O)c3ccccc3)c2N)c(C)c1 | -8% | -9%
CCONC(=O)C(C)Oc1ccc(OC)cc1 (configuration not stated) | -4% | 3%
C/C(=N\O)c1cc2c(ccc3ccccc32)oc1=O | 7% | -9%
CC(O)CNc1nc2c(c(=O)n(C)c(=O)n2C)n1Cc1cccc(Br)c1 (configuration not stated) | -2% | -3%
COc1ccc(Cl)cc1NC(=O)CCCN1C(=O)C(c2ccccc2)Oc2cccnc21 (configuration not stated) | 5% | -17%
Cc1ccc(-n2c(=O)c3oc4ccccc4c3n(CC(=O)Nc3ccccc3)c2=O)cc1C | -4% | -7%
CCCCCCn1nnc2sc(-c3ccccc3)cc2c1=O | ? | 98%[activator]
CC(C)CN(C)C(=O)/C=C/c1ccc(-c2ccccc2)s1 | -7% | -17%
COC(=O)c1ccc(C2c3c(oc4ccc(C)cc4c3=O)C(=O)N2Cc2ccc3c(c2)OCO3)cc1 (configuration not stated) | 3% | -7%
CCC(=O)N1c2ccccc2CC1C(=O)NCCc1ccccc1OC (configuration not stated) | -11% | -13%
COc1ccc(CN(C(=O)Nc2cccc(Cl)c2)c2ccccn2)cc1OC | 4% | -10%
CCOc1ccc(C(=O)c2cn(CC(=O)Nc3ccc(C)c(C)c3)c3ccc(OCC)cc3c2=O)cc1 | -8% | 0%
Cn1c(=O)cc(SCC(=O)NCc2ccc(F)cc2)c2cc(Cl)ccc21 | 7% | 11%
O=C(COC(=O)C12CC3CC(CC(Cl)(C3)C1)C2)Nc1ccc([N+](=O)[O-])cc1Cl | -1% | -8%
Cc1ccccc1C(=O)OC(C)CN1CCCCC1 (configuration not stated) | 19% | 9%
CCOC(=O)c1ccc(NC(=O)c2cnn(-c3ccc(C)cc3C)c2C2CCN(C(=O)OC(C)(C)C)CC2)cc1 | -27% | ?
Cc1cc(C)c(S(=O)(=O)Nc2ccc3oc(C)c(C(=O)OC(C)C)c3c2)cc1C | -4%[57.5 µM] | -10%[57.5 µM]
COc1cccc(NC(=O)CSc2nnc(-c3cccs3)o2)c1 | -13% | -12%
SMILES | UDG counterscr | AID inh
O=C(NC1CCN(Cc2ccccc2)CC1)c1cccc(C(F)(F)F)c1 | -3% | -1%
COc1ccc(C(C)=O)c(OCc2cc(Br)ccc2OC)c1 | 7% | 5%
COc1ccc(OC)c(CNC(=O)NCc2noc3ccc(C)cc23)c1 | 3%&17% | 2%&3%
CCCCn1c(CCNC(=O)c2ccc(F)cc2)nc2ccccc21 | -3% | -22%
C#CCNC(=O)c1ccccc1NC(=O)c1nc(Cl)ccc1Cl | 4% | 2%
Cc1cc2c(cc1C)CSC(c1ccccc1)SC2 | 4% | -3%
O=C(Cn1nnnc1-c1ccc(Br)cc1)N1CCCCC1 | -6% | 4%
CCCCN(CCCC)c1cc(F)nc(N)n1 | -5% | -14%
OC(COc1ccccc1)CN(CCc1ccc(Cl)cc1Cl)CC(O)COc1ccccc1 (configuration not stated) | -20% | -17%
COc1ccc(Nc2nnc(-c3cc4cccc(OC)c4oc3=O)s2)cc1 | 3% | 6%
C/C(=N/NC(=O)c1cccs1)c1ccc(Cl)cc1 | 3% | -1%
COc1cc(C(=O)NCc2n[nH]c(=O)c3ccccc23)cc(OC)c1OC | 9% | -6%
Cc1nc(SCC(=O)Nc2ccc(C)c(Cl)c2)cc(-c2ccccc2)n1 | -12% | -6%
COc1cccc(-c2cn3c(n2)sc2cc(C(=O)NCc4ccccc4F)ccc23)c1 | -1%[57.5 µM] | -15%
CCn1c(CNC(C)c2ccc(Cl)c(Cl)c2)nc2cc(S(=O)(=O)N3CCOCC3)ccc21 (configuration not stated) | -19% | -18%
O=Cc1n[nH]nc1-c1ccccc1 | 1% | -3%
O=C(Nc1ncn(Cc2c(F)cccc2Cl)n1)c1ccn(COc2ccc(Cl)cc2)n1 | -1% | -1%
Cc1ccccc1CN1CCc2nc(N3CCN(c4ccccn4)CC3)ncc2C1 | 0% | 76%[activator]
O=[N+]([O-])c1ccc(CSc2ncnc3c2ncn3[C@@H]2O[C@H](CO)[C@@H](O)[C@H]2O)cc1 | 0% | -1%
CCC(CC)c1nn2c(=O)cc(COc3ccc(NC(=O)c4ccc(Cl)cc4)cc3)nc2s1 | -3% | 21%
O=S(=O)(Nc1cccc(F)c1)c1ccc2[nH]c3c(c2c1)CCCCC3 | -1%[57.5 µM] | -9%[57.5 µM]
CC(C)(N)c1nnnn1-c1ccc2c(c1)OCO2 | -17% | -3%
C#CC(CC)(CC)NC(=O)Cc1cc(OC)c(OC)c(OC)c1 | -1% | 5%
Cc1ccc(C(=O)Nc2cccc3cccnc23)cc1 | -1% | -15%
CCc1ccc2c(c1)c(=O)c(S(=O)(=O)c1ccccc1)cn2CC(=O)Nc1cc(C)ccc1C | 2% | 5%

Structures from the list above that contain a furan ring, fused or not (3):
SMILES | UDG counterscr | AID inh
COc1ccccc1C(=O)COC(=O)Cc1coc2cc(C)ccc12 | -10% | 10%
Cc1ccc(-n2c(=O)c3oc4ccccc4c3n(CC(=O)Nc3ccccc3)c2=O)cc1C | -4% | -7%
Cc1cc(C)c(S(=O)(=O)Nc2ccc3oc(C)c(C(=O)OC(C)C)c3c2)cc1C | -4%[57.5 µM] | -10%[57.5 µM]

Next part:
SMILES | UDG counterscr | AID inh
COCCCn1c(SC(C)C(=O)c2ccc(OC)cc2)nnc1-c1ccc(Cl)cc1 (configuration not stated) | 1% | -6%
CCOC(=O)c1cc(C)n(CC2CCC(C(=O)Nc3ccc(OC)cc3)CC2)c1C (configuration not stated) | -1%[57.5 µM] | 16%
CC(C)(CNC(=O)CCCNC(=O)C1CC1)c1ccc(Br)cc1 | -1% | 3%
CCC(CC)C(=O)Nc1cccc(-c2nc3ncccn3c2C)c1 | 9% | 4%
O=C(Nc1ccc2cc[nH]c2c1)C(=O)NC1CCCCCC1 | -2% | -5%
CCc1nc2c(cnn2-c2ccc(Cl)cc2)c(=O)n1-c1ccc(OC)c(Cl)c1 | 0% | -5%
Nc1cc(N)nc(SCC(=O)Nc2cc(F)ccc2F)n1 | 1% | 1%
CCCNc1nc(-c2ccc(Br)cc2)cs1 | -8% | -9%
COCCn1cnc2c1c(=O)n(CC(=O)Nc1ccccc1OC(F)F)c(=O)n2Cc1ccccc1 | -10% | -9%
Cc1ccc(N/C(N)=N/c2nc(C)cc(C)n2)cc1 | -4% | -2%
CCOc1cc(-c2ccc(C)cc2)nc2ccc(C(=O)N3CCCC3)cc12 | -4% | -16%
Cc1ccc(CNC(=O)CN(c2cccc(C)c2C)S(=O)(=O)c2ccccc2)cc1 | -22%[57.5 µM] | -28%[57.5 µM]
O=C(NCc1ccccc1)NC1COc2ccccc2C1 (configuration not stated) | 92%[activator] | 17%
Cc1cccc(NC(=O)NC(=O)CN(C)Cc2ccccc2)c1C | -5% | -5%
CC(C)OCCCn1c(=O)c2ccccc2n2c(-c3cc(Cl)ccc3O)nnc12 | -19% | -13%
COc1ccc(/C=C/C(=O)Oc2ccccc2Cl)cc1 | -7% | -13%
CCN1CCN(c2oc(-c3ccco3)nc2C#N)CC1 | 3% | 2%
CCOc1ccc(NC(=O)NC(C)c2c(-n3cccc3)sc3c2CCN(CC)C3)cc1 (configuration not stated) | -8% | 13%
C=C(Br)CNC1CCCCC1 | 5% | 5%
CCOc1ccccc1Nc1sc(C(=O)c2ccccc2)c(N)c1C(=O)NCCc1ccccc1 | -16% | 31%[activator]
COc1cc(CNC(=O)c2cnc3c(-c4cccc(C)c4)c(C)nn3c2C)cc(OC)c1OC | 21% | 4%
CN(C)CCNC(=O)C1CCCN(c2nc(Cl)nc3nc[nH]c23)C1 (configuration not stated) | 14% | -4%
COc1ccc(OC)c(NC(=O)CSc2nc(-c3ccccc3C)nc3cc(=O)[nH]n23)c1 | 66%[activator] | 0%
CC(C)(C)c1ccccc1NC(=O)c1ccccc1F | 5% | 2%
O=C(CC(c1ccc(F)cc1)N1Cc2ccccc2C1=O)NCc1ccc(F)cc1 (configuration not stated) | -1% | -8%

Compound profiles, as listed above. Order of values: UDG counterscr, AID inh
COCCCn1c(SC(C)C(=O)c2ccc(OC)cc2)nnc1-c1ccc(Cl)cc1 (configuration not stated) is entered as 1%, -6%
CCOc1ccc(NC(=O)NC(C)c2c(-n3cccc3)sc3c2CCN(CC)C3)cc1 (configuration not stated) is entered as -8%, 13%

Quoted from the listing.
`CCOc1ccc(C(=O)c2cn(CC(=O)Nc3ccc(C)c(C)c3)c3ccc(OCC)cc3c2=O)cc1` – AID inh: 0%
`C=C(C)[C@@H]1CCC2(C(=O)OC)CC[C@]3(C)C(CCC4[C@@]5(C)C/C(=C\c6ccccc6OC)C(=O)C(C)(C)C5CC[C@]43C)C12` (some centres not stated) – AID inh: 4%
`C/C(=N/NC(=O)c1cccs1)c1ccc(Cl)cc1` – UDG counterscr: 3%
`Cc1ccc(N/C(N)=N/c2nc(C)cc(C)n2)cc1` – UDG counterscr: -4%

An excerpt from above in order of the AID inh value, largest number first:
SMILES | AID inh
C=C(C)[C@@H]1CCC2(C(=O)OC)CC[C@]3(C)C(CCC4[C@@]5(C)C/C(=C\c6ccccc6OC)C(=O)C(C)(C)C5CC[C@]43C)C12 (some centres not stated) | 4%
C#CCNC(=O)c1ccccc1NC(=O)c1nc(Cl)ccc1Cl | 2%
N#Cc1c(N)n[nH]c1CCCNC(=O)c1cn(-c2ccccc2)nc1-c1ccccc1 | -2%
Cc1cc2c(cc1C)CSC(c1ccccc1)SC2 | -3%
CN(Cc1ccsc1)C(=O)CC1C=CCC1 (configuration not stated) | -6%
COCCn1cnc2c1c(=O)n(CC(=O)Nc1ccccc1OC(F)F)c(=O)n2Cc1ccccc1 | -9%
CCn1c(CNC(C)c2ccc(Cl)c(Cl)c2)nc2cc(S(=O)(=O)N3CCOCC3)ccc21 (configuration not stated) | -18%

The list goes on.
SMILES | UDG counterscr | AID inh
O=C(CS(=O)(=O)c1cccc2nsnc12)N1CCN(c2cccc(C(F)(F)F)c2)CC1 | -4% | -2%
COc1ccc(-c2cc(C(F)(F)F)nc(SCC(=O)N(C)Cc3ccccc3)n2)cc1 | -11% | ?
CCOc1cccc(C2c3c(oc4ccccc4c3=O)C(=O)N2c2nc(C)c(C(=O)OC)s2)c1 (configuration not stated) | -5%[57.5 µM] | 15%[57.5 µM]
O=C(Cc1ccccc1)NCc1cccs1 | -4% | 1%
Cc1ccc2nc(-c3cccc(NC(=O)c4cccc5c(Cl)cccc45)c3)oc2c1 | -10% | -17%
Cc1ccccc1CS(=O)Cc1ccccc1F (configuration not stated) | -2% | -4%
CC(C)(C)OC(=O)N1CCC(c2c(C(=O)N3CCN(C(=O)c4ccco4)CC3)cnn2-c2ccc(Cl)cc2)CC1 | 8% | -11%
CSc1ccc(C2NC3=NCN(Cc4ccccn4)CN3c3nc4ccccc4n32)cc1 (configuration not stated) | -1% | -11%
O=C(Cn1ccc2cc(S(=O)(=O)N3CCCCC3)ccc21)NCc1ccccc1Cl | 0% | -15%
CCn1cnc2c1c(=O)n(CC(=O)Nc1cc(OC)cc(OC)c1)c(=O)n2Cc1ccccc1 | -11% | -13%
Cc1nc(N2CCCC2)ncc1C(=O)NCc1ccc(Cl)cc1 | 22% | -2%
Cc1ccc(-n2nnnc2CNC(=O)C(C)(C)C)cc1C | -7% | 3%
Fc1ccc(CNCc2ccc(-c3ccccc3F)o2)cc1 | -10% | -7%
CC1CN(C(=O)N2CCC(C(=O)NCCC3=CCCCC3)CC2)c2cc(Cl)ccc2O1 (configuration not stated) | 5% | ?
CCCNc1c(NS(=O)(=O)c2ccc(F)c(C)c2)c(=O)oc2ccccc12 | 5% | -2%
Cc1ccc2onc(CNC(=O)N(C)Cc3ccccc3)c2c1 | 7% | -3%
CCn1c(SCCC(=O)O)nc2c(=O)n(C)c(=O)n(C)c21 | 1% | -3%
CC12CC3CC(C)(C1)CC(NCc1ccccc1OCc1ccc(Cl)cc1Cl)(C3)C2 | -6% | -28%
Cc1cccc(-c2nc3c4ccccc4nc(N4CCN(c5cccc(Cl)c5)CC4)n3n2)c1 | -3% | 1%
COc1ccc(N(CC(=O)Nc2ccc(C)c(C)c2)S(=O)(=O)c2ccc(C)cc2)cc1OC | -2%[57.5 µM] | -1%[57.5 µM]
O=C(CSc1nc2ccccc2nc1N1CCCC1)NCc1ccc(F)cc1 | -11% | -8%
CCCCCc1ccc(-c2ccc(CCCCC)cn2)cc1 | 3% | 1%
Cc1ccc(S(=O)(=O)Nc2ccc3c(c2)nc(CCn2ccccc2=O)n3C)cc1 | -3% | 5%
CC(C)CCn1c(SCc2c(F)cccc2Cl)nc2ccsc2c1=O | 6%[57.5 µM] | 1%
CCOC(=O)c1c(NC(=O)C2c3ccccc3Oc3ccccc32)sc(C)c1CC | ? | ?
O=C(Nc1cccc(-c2nc3ccccc3[nH]2)c1)c1c(F)cccc1F | -6% | -15%
CN(C)CCNC(=O)CCCN1C(=O)c2cccnc2Oc2ccc(Cl)cc21 | -22% | 6%
